High-throughput results: PubChem BioAssay, Broad Institute
BioA inh – M. tuberculosis BioA enzyme inhibitors, primary screen, biochemical, plate reader, single point, HTS | AID 602481, 2012 | inhibition, % at 9.99 µM | purified M. tuberculosis BioA enzyme | 360,000 compounds, 0.096% hits; in the data active = inhibition above about 40%
Starred values were filed as active, the others as inactive.

CCCNC(=O)[C@@H]1[C@@H](CO)[C@@H]2Cn3c(cccc3=O)[C@@H]2N1CC1CCCCC1
  BioA inh = 0.5
C[C@@H]1CN([C@H](C)CO)S(=O)(=O)c2ccc(-c3ccncc3)cc2O[C@H]1CN(C)C
  BioA inh = 0.1
Cc1noc(C)c1NC(=O)N(C)C[C@@H]1Oc2c(NC(=O)C3CC3)cccc2C(=O)N([C@@H](C)CO)C[C@H]1C
  BioA inh = -1.4
C[C@H]1CN([C@@H](C)CO)C(=O)c2cc(C3=CCCC3)cnc2O[C@H]1CN(C)C(=O)C1CCC1
  BioA inh = -0.9
CCCNC(=O)N1C[C@H]2[C@@H](c3ccccc31)[C@@H](CO)N2C(=O)c1ccncc1
  BioA inh = -0.6
C[C@@H]1CN([C@@H](C)CO)C(=O)c2cc(-c3cncnc3)cnc2O[C@@H]1CN(C)Cc1cncnc1
  BioA inh = -3.7
COCC#Cc1ccc2c(c1)O[C@H](CN(C)C(=O)C1CCCCC1)[C@@H](C)CN([C@H](C)CO)S2(=O)=O
  BioA inh = -0.3
CCC(=O)N1[C@@H]2CN(C(=O)c3ccncc3)c3ccccc3[C@@H]2[C@@H]1CO
  BioA inh = 3.3
Cc1noc(C)c1S(=O)(=O)Nc1ccc2c(c1)C(=O)N([C@@H](C)CO)C[C@H](C)[C@H](CN(C)C(=O)CCC(F)(F)F)OCCCC[C@@H](C)O2
  BioA inh = 1.1
Cc1ccccc1-c1cnc2c(c1)C(=O)N([C@H](C)CO)C[C@H](C)[C@H](CN(C)C(=O)CN(C)C)O2
  BioA inh = -1.3
CN1c2ccc(-c3ccc(F)cc3)cc2[C@@H]2[C@@H](CCN2S(=O)(=O)c2ccc(F)cc2)[C@H]1CO
  BioA inh = 12
CO[C@@H]1CN(C)C(=O)c2cc(NC(=O)NC(C)C)ccc2OC[C@@H](C)N(CC2CC2)C[C@@H]1C
  BioA inh = 0.4
C[C@H]1CN([C@@H](C)CO)C(=O)CCCn2nncc2CO[C@H]1CN(C)S(=O)(=O)c1cn(C)cn1
  BioA inh = -1.6
C[C@@H]1CCCCO[C@H](CN(C)C(=O)C2CCCCC2)[C@@H](C)CN([C@@H](C)CO)C(=O)c2cc(NC(=O)c3ccccc3)ccc2O1
  BioA inh = 3.0
C[C@@H]1CCCCO[C@@H](CN(C)Cc2ccccc2)[C@@H](C)CN([C@@H](C)CO)C(=O)c2cc(N(C)C)ccc2O1
  BioA inh = 20

COc1ccc(S(=O)(=O)N(C)C[C@H]2OCCCC[C@H](C)Oc3ccc(NC(=O)Nc4cccc5ccccc45)cc3C(=O)N([C@H](C)CO)C[C@H]2C)cc1
  BioA inh = -1.0
Cc1ccc(-c2ccc([C@H]3[C@@H](CO)N4CCCCN(Cc5cncnc5)C[C@H]34)cc2)cc1
  BioA inh = -1.2
C[C@@H]1CN([C@@H](C)CO)S(=O)(=O)c2ccc(C#CC3CCCC3)cc2O[C@@H]1CN(C)Cc1cncnc1
  BioA inh = 2.7
COc1ccc(CN(C)C[C@H]2Oc3ccc(NC(=O)Cc4cn(C)c5ccccc45)cc3CC(=O)N([C@H](C)CO)C[C@H]2C)cc1
  BioA inh = -0.8
C[C@H](CO)N1C[C@H](C)[C@H](CN(C)C(=O)Nc2cccc3ccccc23)Oc2ccc(NC(=O)CCC(F)(F)F)cc2C1=O
  BioA inh = 0.0
C[C@@H]1CN([C@H](C)CO)C(=O)Cc2cc(NS(=O)(=O)c3ccc(F)cc3)ccc2O[C@H]1CN(C)S(C)(=O)=O
  BioA inh = -1.6
CO[C@@H]1CN(C)C(=O)c2cc(NC(=O)C3CC3)ccc2OC[C@H](C)N(C)C[C@@H]1C
  BioA inh = 1.3
CN1[C@H](C(=O)N2CCc3ccccc3C2)[C@@H](CO)[C@@H]2Cn3c(ccc(-c4ccccc4)c3=O)[C@@H]21
  BioA inh = -2.3
COc1ccccc1CNC(=O)C[C@H]1C[C@H]2c3cc(NS(C)(=O)=O)ccc3O[C@H]2[C@@H](CO)O1
  BioA inh = 0.8
COc1ccc(S(=O)(=O)Nc2ccc3c(c2)C(=O)N([C@H](C)CO)C[C@@H](C)[C@@H](CN(C)Cc2ccc(C(F)(F)F)cc2)OCCCC[C@H](C)O3)cc1
  BioA inh = -2.0
CCNC(=O)C[C@@H]1CC[C@@H]2[C@H](COc3ccc(NC(=O)C4CCOCC4)cc3C(=O)N2C)O1
  BioA inh = 0.2
C[C@H]1CN([C@@H](C)CO)S(=O)(=O)c2ccc(C#Cc3ccc(F)cc3)cc2O[C@H]1CN(C)S(=O)(=O)c1ccc(F)cc1
  BioA inh = -1.7
Cc1ccccc1S(=O)(=O)NCC[C@@H]1CC[C@H](NC(=O)Nc2cccc(F)c2)[C@H](CO)O1
  BioA inh = 11
COc1cccc(NC(=O)N(C)C[C@H]2Oc3cc(-c4cccc(C(=O)N(C)C)c4)ccc3S(=O)(=O)N([C@H](C)CO)C[C@H]2C)c1
  BioA inh = -2.0
COCC(=O)N1C[C@@H](C)[C@H](OC)CN(C)C(=O)c2cc(NC(=O)C3CCC3)ccc2OC[C@H]1C
  BioA inh = -1.1

C[C@H](CO)N1C[C@H](C)[C@H](CN(C)S(=O)(=O)c2ccc(-c3ccccc3)cc2)OCc2cn(nn2)CCCC1=O
  BioA inh = -0.6
O=C(NCC[C@@H]1CC[C@@H](NS(=O)(=O)Cc2ccccc2)[C@H](CO)O1)C1CC1
  BioA inh = 2.6
Cc1noc(C)c1NC(=O)Nc1ccc2c(c1)C(=O)N([C@H](C)CO)C[C@@H](C)[C@H](CN(C)S(=O)(=O)c1cn(C)cn1)O2
  BioA inh = -0.5
COc1cccc(NC(=O)N[C@H]2C=C[C@@H](CC(=O)Nc3ccccc3)O[C@@H]2CO)c1
  BioA inh = -1.1
C[C@@H]1CN([C@@H](C)CO)C(=O)c2cccc(NC(=O)c3ccncc3)c2O[C@@H]1CN(C)CC1CCCCC1
  BioA inh = -1.5
Cc1noc(C)c1NC(=O)N(C)C[C@H]1Oc2ncc(C#CC3CCCCC3)cc2C(=O)N([C@H](C)CO)C[C@H]1C
  BioA inh = 0.6
O=C(C[C@@H]1CC[C@H]2[C@@H](COC[C@@H](O)CN2C(=O)c2ccccc2F)O1)N1CCN(c2ccccc2)CC1
  BioA inh = -0.5
C[C@H]1CN([C@@H](C)CO)C(=O)Cc2cc(NS(=O)(=O)c3cn(C)cn3)ccc2O[C@@H]1CN(C)Cc1ccc(Oc2ccccc2)cc1
  BioA inh = 0.8
C[C@H]1CCCCO[C@@H](CN(C)C(=O)NC2CCCCC2)[C@@H](C)CN([C@@H](C)CO)C(=O)c2cc(NC(=O)CCC(F)(F)F)ccc2O1
  BioA inh = 2.3
COc1ccc(NC(=O)N(C)C[C@@H]2Oc3c(NS(=O)(=O)c4cn(C)cn4)cccc3C(=O)N([C@@H](C)CO)C[C@H]2C)cc1
  BioA inh = 0.7
C[C@@H]1CN([C@@H](C)CO)C(=O)Cc2cc(NS(C)(=O)=O)ccc2O[C@H]1CN(C)Cc1ccccc1
  BioA inh = 0.2
CCCN(C)C[C@@H]1OCCCC[C@@H](C)Oc2ccc(NS(=O)(=O)c3ccccc3)cc2C(=O)N([C@@H](C)CO)C[C@@H]1C
  BioA inh = -4.2
COc1ccc(S(=O)(=O)Nc2ccc3c(c2)CC(=O)N([C@@H](C)CO)C[C@@H](C)[C@@H](CN(C)Cc2ccncc2)O3)cc1
  BioA inh = 4.4
CCCC(=O)Nc1ccc2c(c1)OC[C@@H](C)N(C(=O)CN(C)C)C[C@H](C)[C@@H](OC)CN(C)C2=O
  BioA inh = -2.6
COc1ccccc1C#Cc1cnc2c(c1)C(=O)N([C@@H](C)CO)C[C@H](C)[C@H](CN(C)C(=O)CN(C)C)O2
  BioA inh = 2.8

Gathered by group: the entries above with two or more sulfur atoms
C[C@@H]1CN([C@H](C)CO)C(=O)Cc2cc(NS(=O)(=O)c3ccc(F)cc3)ccc2O[C@H]1CN(C)S(C)(=O)=O
  BioA inh = -1.6
C[C@H]1CN([C@@H](C)CO)S(=O)(=O)c2ccc(C#Cc3ccc(F)cc3)cc2O[C@H]1CN(C)S(=O)(=O)c1ccc(F)cc1
  BioA inh = -1.7

Continued.
N#Cc1cccc(-c2ccc([C@H]3[C@@H](CO)N4CCCCN(C(=O)Nc5cccc(F)c5)C[C@H]34)cc2)c1
  BioA inh = 0.1
O=C(C[C@@H]1C[C@@H]2c3cc(NC(=O)c4ccc5c(c4)OCO5)ccc3O[C@@H]2[C@H](CO)O1)NCc1ccc(Oc2ccccc2)cc1
  BioA inh = -2.7
CO[C@@H]1CN(C)C(=O)c2ccc(NC(=O)C3CCC3)cc2OC[C@@H](C)N(Cc2ccc(F)cc2)C[C@H]1C
  BioA inh = 1.6
OC[C@H]1[C@@H](c2ccc(/C=C/c3ccccc3)cc2)[C@@H]2CN(Cc3cncnc3)CCCCN12
  BioA inh = -0.9
C[C@H]1CN([C@@H](C)CO)C(=O)c2cc(NC(=O)Cn3cnnn3)ccc2O[C@H]1CN(C)Cc1ccc(Oc2ccccc2)cc1
  BioA inh = -2.4
C[C@@H]1CN([C@H](C)CO)C(=O)Cc2cc(NS(=O)(=O)c3cn(C)cn3)ccc2O[C@H]1CN(C)CC1CCCCC1
  BioA inh = 1.0
C[C@@H]1CN([C@@H](C)CO)C(=O)c2cccc(NS(=O)(=O)c3ccccc3)c2O[C@H]1CN(C)Cc1ccc(C(F)(F)F)cc1
  BioA inh = 0.4
C[C@H](CO)N1C[C@H](C)[C@@H](CN(C)C(=O)NC2CCCCC2)Oc2ccc(NC(=O)Nc3ccc(C(F)(F)F)cc3)cc2CC1=O
  BioA inh = -1.5
C[C@@H]1CCCCO[C@@H](CN(C)C(=O)CCC(F)(F)F)[C@@H](C)CN([C@@H](C)CO)C(=O)c2cc(NC(=O)Cc3ccccc3)ccc2O1
  BioA inh = 0.5
CN1c2ccc(Br)cc2[C@H]2[C@H](CCN2C(=O)Cc2cccnc2)[C@H]1CO
  BioA inh = 10
CO[C@H]1CN(C)C(=O)c2cc(NC(=O)C3CCCC3)ccc2OC[C@@H](C)N(CCC(F)(F)F)C[C@@H]1C
  BioA inh = 4.3
C[C@@H]1CN([C@H](C)CO)S(=O)(=O)c2ccc(-c3cccnc3)cc2O[C@H]1CN(C)Cc1ccccn1
  BioA inh = 0.5
Cc1ccc(S(=O)(=O)Nc2ccc3c(c2)CC(=O)N([C@H](C)CO)C[C@H](C)[C@H](CN(C)Cc2ccc(Oc4ccccc4)cc2)O3)cc1
  BioA inh = -0.2
CC(C)CC#Cc1ccc2c(c1)O[C@@H](CN(C)Cc1ccncc1)[C@@H](C)CN([C@H](C)CO)S2(=O)=O
  BioA inh = -1.6
Cc1noc(C)c1NC(=O)Nc1ccc2c(c1)C(=O)N([C@H](C)CO)C[C@@H](C)[C@@H](CN(C)S(C)(=O)=O)O2
  BioA inh = 0.0

2 compounds picked at random from the list so far:
COc1ccc(S(=O)(=O)Nc2ccc3c(c2)CC(=O)N([C@@H](C)CO)C[C@@H](C)[C@@H](CN(C)Cc2ccncc2)O3)cc1
  BioA inh = 4.4
C[C@@H]1CCCCO[C@@H](CN(C)C(=O)CCC(F)(F)F)[C@@H](C)CN([C@@H](C)CO)C(=O)c2cc(NC(=O)Cc3ccccc3)ccc2O1
  BioA inh = 0.5

Next results
COC(=O)C[C@@H]1CC[C@@H]2[C@H](COC[C@@H](O)CN2C(=O)Nc2cccc(F)c2)O1
  BioA inh = 46*
C/C=C/c1ccc([C@@H]2[C@@H](CNC(=O)CC3CC3)N(C(C)=O)[C@H]2CO)cc1
  BioA inh = -5.1
O=C(O)[C@@H]1[C@@H](CO)[C@@H]2Cn3c(ccc(-c4ccncc4)c3=O)[C@H]1N2C(=O)C1CCC1
  BioA inh = -1.1
Cc1noc(C)c1S(=O)(=O)Nc1ccc2c(c1)CC(=O)N([C@H](C)CO)C[C@@H](C)[C@H](CN(C)S(C)(=O)=O)O2
  BioA inh = 0.3
CC(=O)N(C)C[C@@H]1Oc2cc(-c3ccccc3F)ccc2S(=O)(=O)N([C@@H](C)CO)C[C@@H]1C
  BioA inh = -0.8
CC(=O)N1CCCCN2[C@@H](CO)[C@@H](c3ccc(C#Cc4ccccc4F)cc3)[C@@H]2C1
  BioA inh = 1.8
COc1ccccc1NC(=O)N[C@@H]1CC[C@H](CC(=O)N2CCC(Cc3ccccc3)CC2)O[C@@H]1CO
  BioA inh = 2.1
CC(C)c1cn(CC[C@@H]2CC[C@@H](NC(=O)c3cccc(F)c3)[C@@H](CO)O2)nn1
  BioA inh = 4.7
C[C@@H]1CN([C@@H](C)CO)S(=O)(=O)c2ccc(C#C[C@@H](C)O)cc2O[C@@H]1CN(C)C(=O)CC1CC1
  BioA inh = -2.4
CCC(=O)N(C)C[C@@H]1Oc2cc(-c3ccc(C#N)cc3)ccc2S(=O)(=O)N([C@@H](C)CO)C[C@H]1C
  BioA inh = 3.9
C[C@H]1CN([C@@H](C)CO)S(=O)(=O)c2ccc(-c3ccc(F)cc3)cc2O[C@H]1CN(C)Cc1ccccc1C(=O)O
  BioA inh = -4.7
CCCN1[C@@H]2c3ccc(C4=CCCCC4)c(=O)n3C[C@H]1[C@H](CO)[C@H]2C(=O)NCC
  BioA inh = -1.4
Cc1noc(C)c1S(=O)(=O)N(C)C[C@H]1Oc2ccc(NS(=O)(=O)c3ccc(Cl)cc3)cc2CC(=O)N([C@@H](C)CO)C[C@H]1C
  BioA inh = -0.3
C[C@H](CO)N1C[C@H](C)[C@H](CN(C)Cc2ccc(C(F)(F)F)cc2)Oc2ccc(NC(=O)NC3CCCCC3)cc2C1=O
  BioA inh = -2.0
CO[C@H]1CN(C)C(=O)c2cc(NC(C)=O)ccc2OC[C@H](C)N(Cc2nccs2)C[C@H]1C
  BioA inh = -2.7

C[C@H]1CN([C@@H](C)CO)C(=O)c2cc(NC(=O)c3ccncc3)ccc2O[C@@H]1CN(C)S(=O)(=O)c1cn(C)cn1
  BioA inh = -0.2
O=C(NCCN1CCCCC1)[C@@H]1N[C@@H]2c3ccc(-c4ccncc4)c(=O)n3C[C@@H]2[C@H]1CO
  BioA inh = 0.0
CN(C)CC(=O)N[C@H]1CC[C@H](CCNC(=O)Nc2ccc(Cl)cc2)O[C@H]1CO
  BioA inh = 7.9
CS(=O)(=O)Nc1ccc2c(c1)[C@H]1C[C@@H](CC(=O)NC3CCCCC3)O[C@H](CO)[C@H]1O2
  BioA inh = 1.7
O=C(NCC[C@H]1CC[C@H](NS(=O)(=O)c2cccc(F)c2)[C@@H](CO)O1)C1CCC1
  BioA inh = -5.2
CCCN(C)C[C@H]1Oc2cc(C#Cc3cccc(F)c3)ccc2S(=O)(=O)N([C@@H](C)CO)C[C@H]1C
  BioA inh = -2.4

Only part of the results is shown (hit frequency here may not be typical).
